# TRHR PAM = TRH receptor (human) allosteric enhancement | enhancement, % at 2 µM | AID 493056 | actives 0.66% (n = 360,000) | TRHR cells, fluo-8 calcium fluorescence, EC20 TRH enhancement; in the data active = enhancement above about 30%; note: 0% is about no effect
#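 Enhancer read-out: after compound pinning and an initial kinetic agonist-mode read, an EC20 of TRH (10 nM final) was injected and fluo-8 calcium signal (Ex 480/Em 530) followed at 1 s/cycle for 100 cycles in TRHR-expressing cells.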
# D1 antag = blocks dopamine activation of the human D1 receptor; AID 504652; HEK293 TREx D1 cells, calcium flux, dopamine EC80; active compounds read low; P21728; activity change, negative = inhibition, % at 10 µM; actives 3.2% (n = 360,000); in the data active = activity change below about -30%; note: % is set by controls: 0 for no effect and ±100 for the full control effect
#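 Allosteric or orthosteric antagonism assessed as attenuation of the calcium response to EC80 dopamine, added 180 s after compound, in induced HEK293 Trex D1 cells loaded with no-wash calcium dye.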
# RXFP1 antag = antagonists of human relaxin receptor RXFP1; Q9HBX9; HEK293-RXFP1, relaxin-stimulated cAMP HTRF, 30 min; active compounds read low; activity change, negative = inhibition, % at 57.5 µM; actives 0.59% (n = 350,000);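 active = activity change of -60% or lower, but not beyond a set lower limit; inconclusive = change between -60% and -40%, or beyond the set limit; inactive = change above -40%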; note: % is set by controls: 0 for no effect and ±100 for the full control effect
# Target sequence (Q9HBX9 whole entry, looked up): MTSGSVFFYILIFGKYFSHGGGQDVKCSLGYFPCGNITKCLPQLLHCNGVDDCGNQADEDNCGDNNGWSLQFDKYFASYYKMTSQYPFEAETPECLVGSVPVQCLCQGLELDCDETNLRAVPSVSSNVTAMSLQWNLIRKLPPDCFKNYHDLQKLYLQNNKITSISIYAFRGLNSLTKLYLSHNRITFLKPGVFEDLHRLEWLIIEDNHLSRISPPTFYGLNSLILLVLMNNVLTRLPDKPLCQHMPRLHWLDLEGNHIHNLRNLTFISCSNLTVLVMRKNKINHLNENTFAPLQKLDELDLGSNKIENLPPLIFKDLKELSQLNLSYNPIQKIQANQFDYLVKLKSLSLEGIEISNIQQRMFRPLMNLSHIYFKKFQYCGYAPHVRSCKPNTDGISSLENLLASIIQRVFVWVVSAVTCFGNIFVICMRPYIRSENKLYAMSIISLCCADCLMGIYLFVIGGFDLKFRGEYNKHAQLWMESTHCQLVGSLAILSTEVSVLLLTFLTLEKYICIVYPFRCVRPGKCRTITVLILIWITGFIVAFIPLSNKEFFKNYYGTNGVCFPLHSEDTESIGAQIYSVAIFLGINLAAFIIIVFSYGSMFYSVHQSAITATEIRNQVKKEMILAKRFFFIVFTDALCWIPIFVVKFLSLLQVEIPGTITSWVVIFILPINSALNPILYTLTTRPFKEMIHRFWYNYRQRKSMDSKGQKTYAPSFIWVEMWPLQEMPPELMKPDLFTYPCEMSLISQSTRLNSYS
# D2 antag = antagonizes the human D2 dopamine receptor | P14416 | HEK293 TREx D2 cells, calcium flux, dopamine EC80 | inhibition, % at 10 µM | actives 2% (n = 340,000) | AID 485344; in the data active = inhibition above about 30%; note: 0% is about no effect
#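 Read-out: kinetic calcium fluorescence (1 cycle/s) in inducible HEK293 T-REx D2 cells after an EC80 dopamine addition that followed 180 s compound preincubation. Loss of the dopamine response indicates antagonism.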
# D2 potentiator = positive allosteric modulators of human D2 dopamine receptor; actives 0.34% (n = 340,000); HEK293 T-REx D2, calcium flux, EC20 dopamine potentiation; P14416; potentiation, % at 10 µM;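 active = potentiation over 3 SD above the plate norm, cut at about 30% in these data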; note: 0% is about no effect
#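 Using a no-wash calcium dye in inducible, force-coupled HEK293 Trex cells expressing D2, we tracked fluorescence each second for 180 s after compound, then for 180 s after EC20 dopamine to detect augmented signalling.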
# D1 agonist = human D1 receptor agonism | HEK293 T-REx D1 cells, calcium flux, agonist mode | activation, % at 2 µM | actives 1% (n = 360,000); note: 0% is about no effect
#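 Agonism was scored from calcium flux recorded over 180 s (1 read/s) after pintool compound addition, following a 10-cycle baseline. Cells were inducible force-coupled HEK293 TREx D1, plated overnight at 30 C and loaded with no-wash calcium dye.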
# D2 ag = D2 dopamine receptor (human) agonism; activation, % at 2 µM; P14416; actives 0.53% (n = 340,000); HEK293 T-REx D2 cells, calcium flux agonist mode; AID 485358;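 active = activation over 3 SD above normal in the single-dose calcium agonist read, cut at about 30% in these data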; note: 0% is about no effect
#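 Agonism scored from kinetic calcium signal (1 read/sec, 180 s) following compound pin transfer, after a 10 s baseline. Cells: HEK293 Trex line expressing inducible D2 receptor coupled to calcium, dye-loaded after overnight culture at 30 C.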
# D1 PAM = human D1 dopamine receptor positive modulation; P21728; HEK293 TREx D1 cells, calcium flux, dopamine EC20 potentiation; potentiation, % at 10 µM; actives 0.036% (n = 360,000); in the data active = potentiation above about 30%; note: 0% is about no effect
# TRHR agonist = activates the human TRH receptor. activation, % at 2 µM. actives 0.18% (n = 360,000). P34981. TRHR cells, calcium flux fluo-8, FDSS agonist mode. AID 493084; note: 0% is about no effect
#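 TRHR-expressing cells, plated overnight in medium with 10% serum, were loaded with fluo-8 calcium dye at room temperature. After a 10 s baseline, library compound was pin-added and calcium release was recorded kinetically (ex 480/em 530) as agonist response.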
# An asterisk follows results filed as active; ? = inconclusive; nt = no result given; & = joins results of further samples. Cut-off read from the data, not from the text of the source, unless noted: active = activation above about 30%; inactive = the rest.
SMILES,TRHR PAM,D1 antag,RXFP1 antag,D2 antag,D2 potentiator,D1 agonist,D2 ag,D1 PAM,TRHR agonist
O=C(C1CCCN(S(=O)(=O)c2cccc3cccnc23)C1)N1CCN(c2ccccc2F)CC1 (stereo unspecified),24,-4,nt,37*,-11,1,27,0,-0.8
C/C=C/C(=O)OCC(=O)Nc1ccccc1Br,9,7,-6,47*,-5,4,-0.1,-1,-1.1
O=C1NCCN1CCNS(=O)(=O)c1ccc(F)c(Cl)c1,16,2,0,-14,-3,3,0.6,-2,0.5
Cc1ccc(-c2csc3nc(-c4ccncc4)[nH]c(=O)c23)cc1,2,-34*,3,-8,-2,10,0.9,-15,0.3
COc1ccc(CCNC(=O)Cn2nc(C)n3c(cc4cc(F)ccc43)c2=O)cc1OC,7,-14,3,nt,8,2,-0.4,-4,0.0
O=C(NN1CCOCC1)c1cc(-c2ccc(Br)cc2)nc2ccccc12,-2,2,-8,nt,nt,1,nt,0,0.1
COC(=O)/C(=C\c1cccnc1)NC(=O)c1ccc(OCc2ccccc2)cc1,9,-4,9,-6,13,1,0.2,-7,-0.9
Cc1c(C(=O)NCC2CCCO2)oc2ccc(S(=O)(=O)N3CCCC3)cc12 (stereo unspecified),-4,-5,0,2,-4,5,-0.8,-4,-0.2
CCC(Sc1nc2ccccc2c(=O)n1CCN1CCOCC1)C(=O)NCc1cccnc1 (stereo unspecified),1,1,3,-6,2,4,0.5,3,-0.2
O=C(O)c1cccc(C(=O)Cc2ccccc2)c1,-5,12,-1,28,0,2,0.6,-7,0.4
CCOc1ccc(Cc2onc3c2C(=O)CCC3)cc1OCC,12,-15,6,4,-7,5,4.0,-1,-0.2
CC(Sc1nnc(N)s1)c1ccccc1Cl (stereo unspecified),-3,-9,-15,9,17,2,-1.1,-5,-0.2
COc1ccc(N(CC(=O)N2CCc3ccccc32)S(=O)(=O)c2c(C)nn(C)c2C)cc1,-5,2,4,-6,0,4,-1.2,-2,-0.1
O=C(CCN1C(=O)C2C3CCC(C3)C2C1=O)Nc1cccc(Cl)c1 (stereo unspecified),0,7,7,9,-4,5,1.3,-2,0.1
CC(C)Cc1nnc(NS(=O)(=O)c2ccc([N+](=O)[O-])cc2)s1,4,0,-20,-5,-4,0,0.8,-26,0.2
N/C(=N\OC(=O)c1cc(Br)ccc1Cl)c1cccnc1,-4,-2,-2,-27,2,1,0.5,-3,0.6
COC(=O)c1cc2sc(Cl)cc2n1CC(=O)NCC1CCCO1 (stereo unspecified),4,1,-9,-6,2,2,0.5,-2,0.0
COC(=O)CCCNC(=O)OCc1ccc([N+](=O)[O-])cc1,67*,13,-8,1,-3,3,-0.1,-6,-1.0
CCOC(=O)CCCNC(=O)CSc1nc2ccc(OCC)cc2[nH]1,6,4,15,-10,-19,2,-0.7,4,0.0
Nc1ccc(C(=O)c2cccs2)cc1[N+](=O)[O-],0,6,5,19,7,0,0.0,-1,-0.2
Cn1c(=O)cc(OCC(=O)N2CCN(c3ccccc3F)CC2)c2ccccc21,2&23,6&7,-6,8,-1&-2,1&2,0.2&-0.1,5&-5,-0.7&-0.3
O=C(Nc1cccnc1Cl)c1ccc(=O)oc1,-3,-3,8,-24,-6,2,1.1,-1,1.4
Cc1c(C(=O)N2c3ccccc3CC2C)oc2ccccc12 (stereo unspecified),-4,2,-6,nt,nt,5,nt,12,0.9
COc1nc(N2CCOCC2)nc(C)c1[N+](=O)[O-],3,7,5,8,2,2,0.2,-1,0.4
O=C(Nc1ccc(-n2cc(Br)cn2)cc1)c1ccncc1,0,-11,7,7,6,5,1.0,-3,0.7
CCc1ccccc1Nc1ccc(C(=O)O)cc1N,-3,6,-18,-15,3,1,0.0,6,0.7
Cc1ccc(-n2ncc3c(NCCCOC(C)C)ncnc32)c(C)c1,0,8,6,nt,nt,2,nt,-4,-0.2
CCn1c(=O)cc(SCC(=O)NCCc2ccc(Cl)cc2)c2ccccc21,2,3,nt,nt,7,1,-0.2,0,0.1
O=C1C=C(Nc2ccc(Cl)cc2)C(=O)N1c1ccc(Cl)cc1,4,5,-15,-18,3,5,0.7,-2,1.6
CCN(CC)C(=O)N1CCc2ccccc21,0,-5,-8,-4,1,1,0.3,-6,0.3
CCOC(=O)N1CCC(NS(=O)(=O)c2ccc(C)cc2)CC1,0,-39*,-3,13,7,6,-2.3,-4,-2.0
CCCc1cc(-n2cnc3ccccc32)n2c(nc3ccccc32)c1C#N,7,nt,-7,-2,15,-1,-0.6,0,-0.3
COc1cccc(NC(=S)N(CCCN2CCCC2)Cc2ccco2)c1,0,-12,-9,20,-7,2,1.3,-9,-0.2
Cc1ccc2nc(-c3cccnc3)c(Nc3ccccc3C)n2c1,-10&-1,-11&3,-2&-7,1,-5&-4,0&-1,-1.2&-0.4,-8&-1,-1.6&-1.3
COc1ccc2nc(C)cc(NCc3cccc(C(F)(F)F)c3)c2c1,0,-18,?,-15,-19,17,0.5,-8,0.9
COCCCNS(=O)(=O)c1ccc(Cl)c(C(F)(F)F)c1,-1,-10,-11,17,3,4,2.6,-8,0.1
O=C(Nc1ccc(N2CCN(C(=O)c3ccccc3)CC2)c(Cl)c1)c1cccnc1,-4,-9,-17,-5,6,9,0.5,-1,1.2
CCCn1c(C(C)Nc2nc(-c3ccc(C)cc3)cs2)nc2cc(Cl)c(Cl)cc21 (stereo unspecified),5,20,nt,-28,1,3,5.6,15,-0.2
Cc1cccc(C(=O)Nc2nnc(Cc3c[nH]c4ccccc34)s2)c1,26,1,-18,10,1,5,-0.3,-5,1.6
O=C(CC1(O)C(=O)N(CCc2ccccc2)c2ccccc21)c1ccccn1 (stereo unspecified),-3,7,-9,nt,nt,4,nt,-7,0.7

# Structures above with a COOH group, in the order listed:
SMILES,TRHR PAM,D1 antag,RXFP1 antag,D2 antag,D2 potentiator,D1 agonist,D2 ag,D1 PAM,TRHR agonist
O=C(O)c1cccc(C(=O)Cc2ccccc2)c1,-5,12,-1,28,0,2,0.6,-7,0.4
CCc1ccccc1Nc1ccc(C(=O)O)cc1N,-3,6,-18,-15,3,1,0.0,6,0.7

# Remaining list, next part:
SMILES,TRHR PAM,D1 antag,RXFP1 antag,D2 antag,D2 potentiator,D1 agonist,D2 ag,D1 PAM,TRHR agonist
Cc1c(NC(=O)c2cc(-c3ccccc3)on2)c(=O)n(-c2ccccc2)n1C,-9,0,-7,8,-16,0,0.2,2,-0.2
O=C(N=C1SC2CS(=O)(=O)CC2N1c1cccc(Cl)c1Cl)C1CCCO1 (stereo unspecified),2,8,-3,0,-3,5,-0.2,8,0.0
CC(C)(C)c1ccc(C2(C)NC(=O)N(CC(=O)Nc3ccc4c(c3)OCO4)C2=O)cc1 (stereo unspecified),0,9,-3,13,15,5,2.2,2,0.9
CSC1=NCCN1C(=O)COc1ccc2ccccc2c1,4,13,nt,16,-14,8,0.0,nt,-0.1
COc1ccc(OC)c(/C(C)=N/Nc2ccc(C(=O)O)cc2)c1,4,6,-4,-10,7,1,0.1,3,-0.2
O=[N+]([O-])c1cc(C(F)(F)F)ccc1NCCNC(=S)Nc1ccc(Cl)cc1,-10,-15,-14,-1,9,10,1.8,-7,-0.4
OC(CNCCc1ccc(Cl)cc1)COc1ccc2ccccc2c1 (stereo unspecified),-2,7,-21,12,-10,33*,0.1,-1,1.0
O=C1S/C(=C\C=C\c2ccco2)C(=O)N1c1ccc(O)cc1,2,-12,-63*,9,3,5,-2.8,-2,-0.3
Cc1ccc2c(c1)C(=O)C(=O)N2CC(=O)OC(C)C,-2,10,-4,11,6,0,0.1,10,-0.1
COc1cccc(C2CC(c3ccccc3)Nc3ncnn32)c1 (stereo unspecified),1,-15,-10,6,4,6,-2.2,0,-0.2
COc1ccc(CNC(=O)C2CCN(C(=O)c3ccco3)CC2)cc1,-5,0,2,nt,nt,1,nt,-6,-0.2
COCCN(CC(=O)Nc1ccccc1C)S(=O)(=O)c1ccc(S(=O)(=O)N2CCCC2)cc1,-3,-3,-2,nt,nt,4,nt,-1,-1.3
Cc1ccc(S(=O)(=O)N2CCN(CC(=O)N/N=C\c3cccnc3)CC2)cc1,-7,2,7,-6,-2,1,-1.2,-5,-0.6
COC(=O)COc1cc(Cl)c(C=O)cc1OC,5,-21,18,-5,-4,2,2.3,3,0.0
O=Cc1cccn1-c1ccc2ccccc2c1,1,nt,-3,-12,1,-2,-0.9,-2,-0.8
O=C(O)CN1CCN(Cc2ccc(F)cc2)C1=O,3,-5,5,1,-6,5,-0.8,-6,-0.4
O=C(CCCCl)NC1=NN(c2ccccc2)C(=O)C1,3,2,-5,-1,5,2,4.7,-1,0.2
CNC(=S)N/N=C/c1c2ccccc2c(Cl)c2ccccc12,0,-4,-12,21,-15,5,1.1,-4,1.9
CCN(CC)C(=O)Cn1cc(C(=O)C(=O)NCc2ccco2)c2ccccc21,15,-4,-34,4,-5,-3,0.2,-5,-0.5
COc1ccc(S(=O)(=O)N(C)C)cc1NC(=O)c1ccc2c(c1)OCCO2,23,-7,2,-10,-7,1,-0.7,-4,0.3
CCOC(=O)c1ccc(-n2c(CN3CCN(CC)CC3)nc3ccc([N+](=O)[O-])cc3c2=O)cc1,-3,-6,-5,-10,-2,5,0.3,-3,0.4
CN(C(=O)CSc1nnc(-c2ccc(OC(F)F)cc2)n1N)C1CCS(=O)(=O)C1 (stereo unspecified),5,5,6,6,-1,1,-0.3,-8,-0.7
Cc1ccccc1CNC(=O)C(=O)NCC(c1cccs1)S(=O)(=O)c1cccs1 (stereo unspecified),4,nt,nt,nt,4,25,0.4,0,-0.5
CCOC(=O)NC(=O)COC(=O)CCCc1nc2ccccc2s1,2,-3,6,1,3,0,0.1,6,-1.6
CCCn1c(N)cc(=O)n(C)c1=O,-2,11,-9,-8,9,2,2.2,10,0.3
Cc1cc(C(=O)N2CCN(C(=O)c3ccco3)CC2)ccc1[N+](=O)[O-],-8,-14,-1,-1,-10,3,-0.4,-6,0.4

# A different layout for four compounds above:
C/C=C/C(=O)OCC(=O)Nc1ccccc1Br
  TRHR PAM: 9	D1 antag: 7	RXFP1 antag: -6	D2 antag: 47*	D2 potentiator: -5	D1 agonist: 4	D2 ag: -0.1	D1 PAM: -1	TRHR agonist: -1.1

COc1ccc(CNC(=O)C2CCN(C(=O)c3ccco3)CC2)cc1
  TRHR PAM: -5	D1 antag: 0	RXFP1 antag: 2	D2 antag: nt	D2 potentiator: nt	D1 agonist: 1	D2 ag: nt	D1 PAM: -6	TRHR agonist: -0.2

O=C(CC1(O)C(=O)N(CCc2ccccc2)c2ccccc21)c1ccccn1 (stereo unspecified)
  TRHR PAM: -3	D1 antag: 7	RXFP1 antag: -9	D2 antag: nt	D2 potentiator: nt	D1 agonist: 4	D2 ag: nt	D1 PAM: -7	TRHR agonist: 0.7

O=Cc1cccn1-c1ccc2ccccc2c1
  TRHR PAM: 1	D1 antag: nt	RXFP1 antag: -3	D2 antag: -12	D2 potentiator: 1	D1 agonist: -2	D2 ag: -0.9	D1 PAM: -2	TRHR agonist: -0.8

# Screens (PubChem BioAssay)
